All columns: NCI-60 one-dose screen, growth in % after 48 h at 10 µM unless noted; 100 = growth as untreated, 0 = no growth, -100 = all killed.
UACC-257: UACC-257 melanoma; actives 4.4% (n = 78,000)
LOX IMVI: LOX IMVI melanoma; actives 7.4% (n = 79,000); AID 1794757
SK-MEL-28: SK-MEL-28 melanoma; actives 4.1% (n = 81,000)
UACC-62: UACC-62 melanoma; AID 1794756; actives 5.4% (n = 81,000)
MDA-MB-435: MDA-MB-435 melanoma; AID 1794794; actives 7.8% (n = 82,000)
MALME-3M: MALME-3M melanoma | actives 5.8% (n = 78,000) | AID 1794766
SK-MEL-5: SK-MEL-5 melanoma; actives 6.4% (n = 80,000); AID 1794755
SK-MEL-2: SK-MEL-2 melanoma | actives 4.7% (n = 77,000)
An asterisk follows results filed as active; [ ] = another dose, or the depositor's remark. How the source made its calls: active means growth percent below 10; inactive means the rest.

How did CC(=O)NC(CSC/C=C(\C)CCCC(C)CCCC(C)CCCC(C)C)C(=O)O (configuration not stated) do in these assays?
UACC-257: 111; LOX IMVI: 99; SK-MEL-28: 103; UACC-62: 102; MDA-MB-435: 102; MALME-3M: 103; SK-MEL-5: 100; SK-MEL-2: 107

Results for CCOC(=O)C(NC(=O)C(Cl)Cl)C(O)c1ccccc1 (configuration not stated) ?
UACC-257: 105; LOX IMVI: 100; SK-MEL-28: 144; UACC-62: 94; MDA-MB-435: 95; MALME-3M: 108; SK-MEL-5: 91

Results for CCCn1cnc2c(c1=N)C(c1ccc(O)cc1)c1sc3c(F)cccc3c1O2 (configuration not stated) ?
UACC-257: 113; LOX IMVI: 89; SK-MEL-28: 100; UACC-62: 83; MDA-MB-435: 89; MALME-3M: 105; SK-MEL-5: 101; SK-MEL-2: 106

What do the screens show for `O=C1OCCN1/N=C\c1ccccc1`?
UACC-257: 93; LOX IMVI: 95; SK-MEL-28: 101; UACC-62: 89; MDA-MB-435: 107; MALME-3M: 116; SK-MEL-5: 98; SK-MEL-2: 91

Results for c1ccc(-c2csc3[n+]2CCN3)cc1 ?
UACC-257: 105; LOX IMVI: 95; SK-MEL-28: 99; MDA-MB-435: 92; MALME-3M: 96; SK-MEL-5: 104; SK-MEL-2: 100

How did COc1ccc(-c2cc(-c3cccnc3)nc(S(=O)(=O)CC(N)=O)c2C#N)cc1OC do in these assays?
UACC-257: 100; LOX IMVI: 96; SK-MEL-28: 118; UACC-62: 99; MDA-MB-435: 102; MALME-3M: 102; SK-MEL-5: 100; SK-MEL-2: 97

Results for Cc1nc2ccc(Cl)cn2c1[N+](=O)[O-] ?
UACC-257: 103; LOX IMVI: 96; SK-MEL-28: 115; UACC-62: 103; MDA-MB-435: 111; MALME-3M: 112; SK-MEL-5: 101; SK-MEL-2: 107

Results for OCCN(CCO)c1cccc(Cl)c1 ?
UACC-257: 96; LOX IMVI: 104; SK-MEL-28: 108; UACC-62: 95; MDA-MB-435: 116; MALME-3M: 101; SK-MEL-5: 110; SK-MEL-2: 108

Results for N#Cc1c(-c2cccs2)cc(-c2cnccn2)nc1SCC(=O)c1ccc(Cl)cc1 ?
UACC-257: 111; LOX IMVI: 90; SK-MEL-28: 104; UACC-62: 88; MDA-MB-435: 101; MALME-3M: 103; SK-MEL-5: 96; SK-MEL-2: 105

Results for COC(=O)C(CC(=O)c1ccc(-c2ccccc2)cc1)c1ccccc1 (configuration not stated) ?
UACC-257: 67; LOX IMVI: 45; SK-MEL-28: 71; UACC-62: 51; MDA-MB-435: 5.7*; SK-MEL-5: 45; SK-MEL-2: 69

What do the screens show for `O=C(O)c1cncc(Br)c1`?
UACC-257: 125; LOX IMVI: 101; SK-MEL-28: 101; UACC-62: 102; MDA-MB-435: 116; MALME-3M: 102; SK-MEL-5: 100; SK-MEL-2: 121

Results for C[C@H]1[C@H](C)CC[C@]2(C(=O)O)CC[C@]3(C)C(=CC[C@@H]4[C@@]5(C)C/C(=C/c6ccco6)C(=O)C(C)(C)[C@@H]5CC[C@]43C)[C@H]12 ?
UACC-257: -39*[100 µM]; LOX IMVI: -92*[100 µM]; SK-MEL-28: -79*[100 µM]; UACC-62: -94*[100 µM]; MDA-MB-435: -85*[100 µM]; MALME-3M: -86*[100 µM]; SK-MEL-5: -92*[100 µM]; SK-MEL-2: -64*[100 µM]

What do the screens show for `CC(C)(C(=O)O)C(C)(C)C(=O)O`?
UACC-257: 96; LOX IMVI: 97; SK-MEL-28: 103; UACC-62: 101; MDA-MB-435: 105; MALME-3M: 101; SK-MEL-5: 98; SK-MEL-2: 114

What do the screens show for `CCOC(=O)N(Cc1ccccc1)C1CC1`?
UACC-257: 101; LOX IMVI: 105; SK-MEL-28: 114; UACC-62: 106; MALME-3M: 110; SK-MEL-5: 109; SK-MEL-2: 97

What do the screens show for `CC(C)CNCCCCC(=O)Nc1ccc(C(=O)OCC(C)C)cc1`?
UACC-257: 98; LOX IMVI: 94; SK-MEL-28: 118; UACC-62: 110; MDA-MB-435: 95; SK-MEL-5: 92; SK-MEL-2: 110

Results for COc1cc(C=O)ccc1Oc1nc(NCCO)nc(N2CCOCC2)n1 ?
UACC-257: 105; SK-MEL-28: 109; UACC-62: 92; MDA-MB-435: 104; MALME-3M: 95; SK-MEL-5: 98; SK-MEL-2: 104

How did CCOC(=O)C1(C(=O)OCC)COC(=O)C2(CC)OC21 (configuration not stated) do in these assays?
UACC-257: 100; LOX IMVI: 100; SK-MEL-28: 109; UACC-62: 100; MDA-MB-435: 102; SK-MEL-5: 100

What do the screens show for `CC(C)=CC(=O)OCC(=O)O[C@@H]1C[C@]2(C(C)C)O[C@@]1(C)[C@@H]1CC[C@@H](C)[C@H]1[C@@H]2OC(=O)/C=C/c1ccccc1`?
UACC-257: 87; LOX IMVI: 87; SK-MEL-28: 103; UACC-62: 79; MDA-MB-435: 92; MALME-3M: 100; SK-MEL-5: 90; SK-MEL-2: 89

How did Cc1ccc2nc(NC(=O)CSC3=NC(c4ccccc4)=C(C#N)C4=NCC(=O)N34)sc2c1 do in these assays?
UACC-257: 108; LOX IMVI: 98; SK-MEL-28: 104; UACC-62: 94; MDA-MB-435: 101; MALME-3M: 99; SK-MEL-5: 103; SK-MEL-2: 101

Results for COc1ccc(N2C(=O)N(c3ccc(C)cc3)C(=O)C2=S)cc1 ?
UACC-257: 112; LOX IMVI: 92; SK-MEL-28: 113; UACC-62: 98; MDA-MB-435: 106; MALME-3M: 107; SK-MEL-5: 105; SK-MEL-2: 119

What do the screens show for `CCN(CC)CCC(C)Cl` (configuration not stated)?
UACC-257: 90; LOX IMVI: 96; SK-MEL-28: 106; UACC-62: 114; MDA-MB-435: 106; MALME-3M: 99; SK-MEL-5: 105; SK-MEL-2: 98

How did CC(=O)c1cc2c(N)c(C(=O)Nc3ccc4c(c3)OCCO4)sc2nc1C do in these assays?
UACC-257: 120; LOX IMVI: 101; SK-MEL-28: 109; UACC-62: 94; MDA-MB-435: 99; MALME-3M: 110; SK-MEL-5: 92; SK-MEL-2: 115

What do the screens show for `Nc1c(Br)cccc1Br`?
UACC-257: 83; LOX IMVI: 105; SK-MEL-28: 108; UACC-62: 104; MDA-MB-435: 117; MALME-3M: 117; SK-MEL-5: 106; SK-MEL-2: 117

Results for N#CC1(Nc2ccc([N+](=O)[O-])cc2)CCCC1 ?
UACC-257: 112; LOX IMVI: 99; SK-MEL-28: 108; UACC-62: 81; MDA-MB-435: 113; SK-MEL-5: 103; SK-MEL-2: 95

How did C=C(C[n+]1ccccc1)[C@@H]1CC[C@]2(CO)CC[C@]3(C)[C@H](CC[C@@H]4[C@@]5(C)CC[C@H](O)C(C)(C)[C@@H]5CC[C@]43C)[C@@H]12 do in these assays?
UACC-257: 88; LOX IMVI: 95; SK-MEL-28: 98; UACC-62: 78; MDA-MB-435: 95; MALME-3M: 101; SK-MEL-5: 77; SK-MEL-2: 92

What do the screens show for `COc1ccc(-c2ccc(=O)oc2-c2cc(OC)c(OC)c(OC)c2)cc1O`?
UACC-257: 25; LOX IMVI: 18; SK-MEL-28: 47; UACC-62: 35; MDA-MB-435: -37*; MALME-3M: 54; SK-MEL-5: -56*; SK-MEL-2: 40

How did CC(/C=C\c1ccc(O)cc1)=N\Nc1ccccc1 do in these assays?
UACC-257: 86; LOX IMVI: 54; SK-MEL-28: 111; UACC-62: 45; MDA-MB-435: 74; MALME-3M: 130; SK-MEL-5: 90; SK-MEL-2: 65

What do the screens show for `O=C(c1ccc(Cl)cc1)c1cc2ccccc2o1`?
UACC-257: 105; LOX IMVI: 98; SK-MEL-28: 99; UACC-62: 89; MDA-MB-435: 103; MALME-3M: 103; SK-MEL-5: 98; SK-MEL-2: 97

How did COc1ccc(C2N=C(N)Nc3n[nH]c(N)c32)cc1 (configuration not stated) do in these assays?
UACC-257: 102; LOX IMVI: 103; SK-MEL-28: 111; UACC-62: 103; MDA-MB-435: 104; MALME-3M: 105; SK-MEL-5: 103; SK-MEL-2: 120

What do the screens show for `COc1cc(C=C2C(=O)NC(=O)NC2=O)cc(CN2CCCC2)c1O`?
UACC-257: 103; LOX IMVI: 99; SK-MEL-28: 106; UACC-62: 105; MDA-MB-435: 104; MALME-3M: 101; SK-MEL-5: 106; SK-MEL-2: 129

What do the screens show for `COc1cc(/C=N/NC(=O)COc2ccc3c(C)c(Cc4ccccc4)c(=O)oc3c2C)cc(OC)c1OC`?
UACC-257: 88; LOX IMVI: 88; SK-MEL-28: 108; UACC-62: 76; MDA-MB-435: 100; MALME-3M: 103; SK-MEL-5: 88; SK-MEL-2: 93

What do the screens show for `CCOc1ccc(-n2cc(-c3ccccc3)c3c(SCc4cc(C)ccc4C)ncnc32)cc1`?
UACC-257: 85; LOX IMVI: 90; SK-MEL-28: 110; UACC-62: 91; MDA-MB-435: 94; MALME-3M: 103; SK-MEL-5: 101; SK-MEL-2: 113

Results for COc1ccc(CC(C)NN)cc1 (configuration not stated) ?
UACC-257: 101; LOX IMVI: 98; SK-MEL-28: 99; UACC-62: 103; MDA-MB-435: 107; MALME-3M: 82; SK-MEL-5: 99; SK-MEL-2: 89

How did COc1ccc(-c2nn(-c3ccccc3)cc2/C=C/C(=O)c2cc3ccccc3oc2=O)cc1 do in these assays?
UACC-257: 104; LOX IMVI: 104; SK-MEL-28: 107; UACC-62: 88; MDA-MB-435: 107; MALME-3M: 99; SK-MEL-5: 100; SK-MEL-2: 115

Results for CCOC(=O)CCCCCCCCCCBr ?
UACC-257: 98; LOX IMVI: 94; SK-MEL-28: 107; UACC-62: 105; MDA-MB-435: 103; MALME-3M: 99; SK-MEL-5: 106; SK-MEL-2: 87

Results for Cc1cn(-c2cc(NC(=O)c3cncc(C#Cc4cnc5ccc(OCC6(C)COC6)nn45)c3)cc(C(F)(F)F)c2)cn1 ?
UACC-257: 101; LOX IMVI: 79; SK-MEL-28: 94; UACC-62: 80; MDA-MB-435: 93; MALME-3M: 72; SK-MEL-5: 82

How did O=C(Cc1nc2ccc(Cl)cc2[nH]c1=O)c1ccncc1 do in these assays?
UACC-257: 99; LOX IMVI: 68; SK-MEL-28: 70; UACC-62: 74; MDA-MB-435: 66; MALME-3M: 78; SK-MEL-5: 54; SK-MEL-2: 105

Results for CC1(C)CC[C@]2(CO)CC[C@]3(C)[C@H](CC[C@@H]4[C@@]5(C)CC[C@H](O)C(C)(C)[C@@H]5CC[C@]43C)[C@H]2[C@H]1O ?
UACC-257: 104; LOX IMVI: 76; SK-MEL-28: 91; UACC-62: 91; MDA-MB-435: 91; MALME-3M: 78; SK-MEL-5: 92; SK-MEL-2: 104

Results for COc1ccc(C(=O)/C=C/c2ccc(OCc3ccc(F)cc3)c(OC)c2)cc1OC ?
UACC-257: 34; SK-MEL-28: 47; UACC-62: 19; MDA-MB-435: 7.8*; MALME-3M: 61; SK-MEL-5: 18; SK-MEL-2: 53

Results for Cc1ccc(-n2nc(C(N)=O)c(N3CCCC3)n2)cc1 ?
UACC-257: 100; LOX IMVI: 98; SK-MEL-28: 99; UACC-62: 89; MDA-MB-435: 99; MALME-3M: 102; SK-MEL-5: 99; SK-MEL-2: 107

What do the screens show for `COc1ccc(NCc2cn(-c3ccc(C(=O)O)cc3)nc2-c2ccc(F)cc2)cc1C(F)(F)F`?
UACC-257: 65; LOX IMVI: 44; SK-MEL-28: 33; UACC-62: 13; MDA-MB-435: 37; MALME-3M: 27; SK-MEL-5: 27; SK-MEL-2: -31*

What do the screens show for `COc1ccc(OC)c(-c2nc(SCC(=O)c3ccc(F)cc3)[nH]c(=O)c2C#N)c1`?
UACC-257: 97; LOX IMVI: 98; SK-MEL-28: 112; UACC-62: 93; MDA-MB-435: 94; MALME-3M: 99; SK-MEL-5: 103; SK-MEL-2: 113

Results for COc1ccc(NC(=S)Nc2nc3c(=O)[nH]nc(-c4ccc(Br)cc4)c3s2)cc1 ?
UACC-257: 100; LOX IMVI: 97; SK-MEL-28: 101; UACC-62: 100; MDA-MB-435: 98; MALME-3M: 107; SK-MEL-5: 103; SK-MEL-2: 99

By substructure: those above containing a COOH group
How did CC(=O)NC(CSC/C=C(\C)CCCC(C)CCCC(C)CCCC(C)C)C(=O)O (configuration not stated) do in these assays?
UACC-257: 111; LOX IMVI: 99; SK-MEL-28: 103; UACC-62: 102; MDA-MB-435: 102; MALME-3M: 103; SK-MEL-5: 100; SK-MEL-2: 107

What do the screens show for `O=C(O)c1cncc(Br)c1`?
UACC-257: 125; LOX IMVI: 101; SK-MEL-28: 101; UACC-62: 102; MDA-MB-435: 116; MALME-3M: 102; SK-MEL-5: 100; SK-MEL-2: 121

Results for C[C@H]1[C@H](C)CC[C@]2(C(=O)O)CC[C@]3(C)C(=CC[C@@H]4[C@@]5(C)C/C(=C/c6ccco6)C(=O)C(C)(C)[C@@H]5CC[C@]43C)[C@H]12 ?
UACC-257: -39*[100 µM]; LOX IMVI: -92*[100 µM]; SK-MEL-28: -79*[100 µM]; UACC-62: -94*[100 µM]; MDA-MB-435: -85*[100 µM]; MALME-3M: -86*[100 µM]; SK-MEL-5: -92*[100 µM]; SK-MEL-2: -64*[100 µM]

What do the screens show for `CC(C)(C(=O)O)C(C)(C)C(=O)O`?
UACC-257: 96; LOX IMVI: 97; SK-MEL-28: 103; UACC-62: 101; MDA-MB-435: 105; MALME-3M: 101; SK-MEL-5: 98; SK-MEL-2: 114

What do the screens show for `COc1ccc(NCc2cn(-c3ccc(C(=O)O)cc3)nc2-c2ccc(F)cc2)cc1C(F)(F)F`?
UACC-257: 65; LOX IMVI: 44; SK-MEL-28: 33; UACC-62: 13; MDA-MB-435: 37; MALME-3M: 27; SK-MEL-5: 27; SK-MEL-2: -31*

2 records picked at random from the list so far, as already listed:
What do the screens show for `O=C(O)c1cncc(Br)c1`?
UACC-257: 125; LOX IMVI: 101; SK-MEL-28: 101; UACC-62: 102; MDA-MB-435: 116; MALME-3M: 102; SK-MEL-5: 100; SK-MEL-2: 121

Results for CCOC(=O)C(NC(=O)C(Cl)Cl)C(O)c1ccccc1 (configuration not stated) ?
UACC-257: 105; LOX IMVI: 100; SK-MEL-28: 144; UACC-62: 94; MDA-MB-435: 95; MALME-3M: 108; SK-MEL-5: 91
